# Source: PubChem BioAssay (several laboratories)
# PP1 counter – PP1-alpha (human) inhibition in PP5 counter-screen | P62136 | purified PP1alpha, OMFP fluorescence | inhibition, % at 6.7 µM | 0.9% of 320,000 active | AID 2235;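 active = inhibition above the mean inhibition of all tested compounds plus 3 SD, computed separately for each screening campaign, cut at about 15% in these data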
# procasp7 counter – counter-screen for procaspase-3 activators: activators of human procaspase-7; recombinant procaspase-7, Ac-DEVD-pNA absorbance 405 nm; D23A/D198A/D206A triple mutant, cannot self-cleave; scale: DMSO 0, 5 µM enzyme 100; activation, % at 8.5 µM; 0.093% of 330,000 active;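 active = percent activation above the screen-wide mean plus 3 SD, cut at about 25% in these data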
# Target sequence (P55210 whole entry D23A/D198A/D206A): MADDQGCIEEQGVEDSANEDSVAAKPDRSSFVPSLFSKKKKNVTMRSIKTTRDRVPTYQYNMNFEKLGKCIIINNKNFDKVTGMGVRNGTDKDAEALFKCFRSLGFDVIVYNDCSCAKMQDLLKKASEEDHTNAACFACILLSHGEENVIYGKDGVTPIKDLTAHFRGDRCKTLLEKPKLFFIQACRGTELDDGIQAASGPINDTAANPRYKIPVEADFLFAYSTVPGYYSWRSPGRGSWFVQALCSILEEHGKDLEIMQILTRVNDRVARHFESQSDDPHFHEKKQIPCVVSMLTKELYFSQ
#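 Assay system: Uncleavable procaspase-7 mutant enzyme / Input: 2 µM procaspase-7 mutant as dispensed / Dosing: single nominal 8.5 µM compound dose, 0.8% DMSO final / Timing: 1 h enzyme–compound preincubation and 2 h substrate reaction, both 25 °C / Detection: p-Nitroaniline absorbance at 405 nm, read at 0 and 120 min / Replication: singlicate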
# HCV core dimer – HCV core protein dimerization inhibition | AID 1899 | 0.33% of 300,000 active | inhibition, % at 5 µM | TR-FRET GST/Flag-core106 dimerization, 1536-well;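 active = inhibition above the mean of all tested compounds plus 3 SD, set per screening campaign, cut at about 45% in these data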
#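 System: GST-tagged and Flag-tagged HCV core protein residues 1-106 / Input: core106 proteins, GST 13.5 nM and Flag 17 nM / Buffer or medium: KF-containing HEPES buffer, pH 7.45, DTT, CHAPS, BSA / Probe or stimulus: Eu-anti-GST and XL665-anti-Flag labelled anti-tag antibodies / Schedule: 4 h, 22.5 °C incubation / Technique: TR-FRET 671 and 617 nm emission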
# procasp3 activ – activates human procaspase-3 | recombinant procaspase-3 D3A, Ac-DEVD-pNA absorbance 405 nm | activation, % at 8.5 µM | P42574 | 0.11% of 330,000 active | AID 463141;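 active = activation above the mean of all tested compounds plus 3 SD, cut at about 21% in these data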;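 also: 0% = DMSO alone and 100% = DMSO wells spiked with extra 5 µM PC-3 D3A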
#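 Assay system: Autoprocessing-dead procaspase-3 D3A mutant enzyme; also added: Ac-DEVD-pNA; doses: one concentration, 8.5 µM nominal, 0.8% DMSO; times: 1 h compound preincubation, 2 h substrate hydrolysis at 25 °C; technique: 405 nm absorbance of p-nitroaniline, reads at 0 and 120 min; measure: % activation between DMSO and enzyme-spiked controls; repeats: single replicate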
# Fh CTSL1 inh – blocks F. hepatica cathepsin L1 in PFM18AAP counter-screen; recombinant F. hepatica cathepsin L1, Z-Leu-Arg-MCA fluorescence; inhibition, % at 5.96 µM; 0.49% of 300,000 active;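 active = inhibition above the mean of all tested compounds plus 3 SD, set per screening campaign, cut at about 17% in these data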;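 also: 0% = plate median of test compound wells and 100% = 1 µM Z-Phe-Ala-diazomethylketone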
# VLA-4 inh – inhibition in a human VLA-4 binding assay; P13612; VLA-4 expressing cells, ligand binding flow cytometry; inhibition, % (about 7 µM as worked out from the volumes in the protocol); 0.2% of 330,000 active; in the data active = inhibition above about 50%
# PP5 primary – PP5 (human) phosphatase inhibition; 0.18% of 320,000 active; P53041; inhibition, % at 6.7 µM; purified PP5c, OMFP substrate fluorescence;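 active = inhibition above the campaign's mean inhibition across all tested compounds plus 3 SD, cut at about 9.5% in these data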;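 also: 0% = DMSO only and 100% = 100 µM cantharidin control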
# GRK2 aptamer HTS – inhibitors of human GRK2 displacing RNA aptamer; 0.59% of 330,000 active; inhibition of aptamer binding, % at 10 µM; AID 488847; bead flow cytometry, FAM-aptamer displacement from GRK2;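 active = inhibition of aptamer binding above 40%, roughly 3 SD of noise, on plates passing a quality check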;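 also: median bead fluorescence of bound FAM aptamer so fluorescent compounds give negative values; no value below 0 was filed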
# Target sequence (P25098 whole entry, looked up): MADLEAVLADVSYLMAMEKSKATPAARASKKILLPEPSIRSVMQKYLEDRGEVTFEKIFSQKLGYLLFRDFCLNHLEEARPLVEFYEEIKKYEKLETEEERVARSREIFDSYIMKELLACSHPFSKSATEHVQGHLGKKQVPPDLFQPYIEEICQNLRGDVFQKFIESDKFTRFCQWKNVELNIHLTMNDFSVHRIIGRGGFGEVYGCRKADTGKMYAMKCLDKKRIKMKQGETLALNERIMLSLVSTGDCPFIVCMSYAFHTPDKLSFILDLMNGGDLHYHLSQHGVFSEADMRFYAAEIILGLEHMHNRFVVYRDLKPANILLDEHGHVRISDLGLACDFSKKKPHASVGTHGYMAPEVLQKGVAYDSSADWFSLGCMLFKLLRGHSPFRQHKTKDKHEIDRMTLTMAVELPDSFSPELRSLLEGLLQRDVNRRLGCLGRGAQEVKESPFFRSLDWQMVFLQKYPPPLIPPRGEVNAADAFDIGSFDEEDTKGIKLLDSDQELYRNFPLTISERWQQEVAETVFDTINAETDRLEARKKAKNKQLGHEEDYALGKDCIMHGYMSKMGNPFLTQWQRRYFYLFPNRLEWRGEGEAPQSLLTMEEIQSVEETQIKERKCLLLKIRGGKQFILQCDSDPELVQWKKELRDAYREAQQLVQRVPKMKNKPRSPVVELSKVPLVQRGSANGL
# JMJD2C inh – inhibitors of human GASC-1 (JMJD2C) demethylase. Q9H3R0. GST-JMJD2C(1-420) H3K9me3 demethylation, DELFIA europium. inhibition, % at 2.35 µM. 0.069% of 330,000 active;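 active = more than half of a compound's replicate wells show inhibition beyond 50%, single wells judged on their own value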;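 also: signal counts dimethyl H3K9 product captured on neutravidin plate; 0% = median of DMSO wells and 100% = 0.3 times that DMSO median; strong numbers were not always called active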
# Numbers without * were called inactive; · = no result given.
SMILES,PP1 counter,procasp7 counter,HCV core dimer,procasp3 activ,Fh CTSL1 inh,VLA-4 inh,PP5 primary,GRK2 aptamer HTS,JMJD2C inh
Cc1ccc(C(=O)Nc2cc(C(F)(F)F)ccc2N2CCCCC2)cc1[N+](=O)[O-],-3.2,12.3,0.5,4.5,-1.3,16.9,1.9,1.0,14.0
COc1ccc(N2C(=O)CC(Nc3ccc(C(=O)O)cc3)C2=O)cc1OC (centres undefined),-2.5,0.7,-1.2,0.9,-1.3,-7.7,-0.6,2.0,4.9
Cc1c(C(=O)OCC(=O)Nc2c(C)n(C)n(-c3ccccc3)c2=O)cccc1[N+](=O)[O-],-1.3,4.8,-0.9,-0.2,-6.4,13.1,2.2,0.0,2.3
CC(=O)N1c2ccc(S(=O)(=O)N3CCCC(C(=O)N4CCCCC4)C3)cc2CC1C (centres undefined),-3.2,3.2,2.0,0.4,-3.2,9.6,3.1,0.0,1.8
CCOC(=O)c1cc2c(C)n(-c3ccc(OCC)cc3)c(C)c2ccc1=O,-1.5,12.2,25.2,-0.5,2.8,-8.5,1.4,0.0,3.2
Cc1nnc(SCCn2c(N3CCN(C)CC3)nc3c2c(=O)[nH]c(=O)n3C)s1,0.9,6.3,-0.2,-5.3,0.8,-7.9,0.1,0.0,-3.7
CCCSC1=N/C(=C\c2ccsc2)C(=O)S1,-10.1,-5.0,-2.8,-5.2,-1.7,-3.2,-0.8,11.0,-5.2
O=C(CSc1ncnc2c1cnn2-c1ccccc1)NC1CCS(=O)(=O)C1 (centres undefined),-1.9,9.6,·,-9.1,·,24.0,-0.6,0.0,10.4
COc1ccccc1C1=CC(=O)CCC1,-0.9,-9.7,3.0,-1.0,-0.4,30.2,-1.0,0.0,5.3
Cc1cccc(-n2c(CNC(=O)Cc3ccccc3)n[nH]c2=S)c1,-3.5,-7.4,-5.6,-1.7,1.1,0.0,-3.2,3.0,-2.4
Cc1ccc(-c2nc(CN3CCCCC3)cc(CN3CCCCC3)c2O)cc1,-3.6,6.8,-5.1,-8.4,1.9,3.7,1.7,0.0,-14.2
O=S(=O)(Nc1nccs1)c1ccc(NS(=O)(=O)c2c(F)cc(F)c(Cl)c2F)cc1,·,1.7,·,12.5,·,8.0,·,3.0,-12.6
Cc1ccccc1C(=O)NC1CCN(CC(=O)NCc2ccccc2)CC1,-11.4,-5.5,2.8,2.3,-3.5,-0.6,0.7,6.0,-0.9
COc1ccc(Br)cc1CN1CCN(C(=O)c2ccc(OC)c(OC)c2)CC1,0.9,5.3,3.5,-2.8,-0.7,11.3,3.3,1.0,-0.5
O=c1cc(-c2c(F)c(F)c(F)c(F)c2F)oc2c(F)c(F)c(F)c(F)c12,6.8,7.4,25.2,3.0,0.8,39.3,3.9,1.0,1.4
O=[N+]1C2=C(CCCC2)N([O-])C12CCCC2,-0.4,-3.5,1.9,8.6,1.8,7.7,1.4,2.0,5.7
O=C(Nc1ccc(C(F)(F)F)cc1)N1CCN(c2ccnc3cc(Cl)ccc23)CC1,-3.0,2.2,1.0,-2.1,2.7,2.2,2.9,3.0,2.4
CC(=O)N1N=C(c2cccc([N+](=O)[O-])c2)OC1c1cccc(Br)c1 (centres undefined),2.2,1.8,3.1,-2.9,-14.0,18.1,4.2,1.0,21.0
COc1ccc(N2CCC(CNC(=S)Nc3cccc(OC)c3)C2)cc1 (centres undefined),3.3,-13.1,-4.8,1.7,-5.6,-0.1,3.5,0.0,-6.4
COc1cc(C(N)=O)cc(Cl)c1OCc1ccccc1,1.4,4.9,0.9,4.6,1.8,3.9,1.6,1.0,5.6
COc1ccccc1Cn1c(=S)[nH]c2cc(C(=O)N3CCC(C(N)=O)CC3)ccc2c1=O,-3.4,-7.5,-6.1,3.0,1.2,12.5,-0.9,0.0,-21.6
CCCn1cc(CN2CCC(C(=O)Nc3cccc(-c4cscn4)c3)CC2)c(C)n1,-0.9,0.0,0.4,4.4,-1.6,3.3,1.9,0.0,-7.8
Cc1ccc(NC(=O)CN2C(=O)NC(Cc3c[nH]c4ccccc34)C2=O)cc1 (centres undefined),-2.5,-3.1,·,0.9,·,11.8,0.5,0.0,-8.6
COc1ccc(S(=O)(=O)N2CCOC23CCN(S(=O)(=O)c2ccc(C)cc2)CC3)cc1,0.3,-2.2,4.3,7.8,2.0,14.5,-1.0,1.0,-0.1
O=c1[nH]c(N/N=C/c2ccccc2)nc2ccccc12,2.5,37.7*,0.0,31.6*,1.2,-19.3,1.9,1.0,-10.0
CCOc1ccc(CN(C)C(=O)NNC(=O)c2ccc(C)cc2)cc1OC,0.7,6.4,-3.9,2.8,-1.1,-16.3,3.0,0.0,12.1
c1nc2sc3c(c2c2nnnn12)CCCC3,-1.4,2.8,-5.3,5.8,0.7,4.9,1.4,4.0,17.4
N#C/C(=N\Nc1ccccc1F)C(=N)N1CCCCC1,2.2,-5.7,-9.0,7.0,3.9,-3.8,1.6,0.0,-4.9
CCc1cccc(C)c1NC(=S)N(CCN(C)C)C(C)c1cccnc1 (centres undefined),0.2,8.8,-0.4,1.6,-0.7,20.7,-0.8,0.0,-19.9
COc1ccc(CC(=O)n2c(CC#N)nc3ccccc32)cc1OC,-1.6,-2.5,-1.1,4.3,-0.2,3.7,3.2,1.0,1.0
CCN(CC)C(=O)c1cccc(NC(=O)C2CCN(C(=O)c3cccs3)CC2)c1,·,-6.3,·,2.3,·,1.1,·,0.0,2.3
COc1ccc(-c2cc(C(F)(F)F)n3nc(C(=O)N4CCN5CCCC5C4)cc3n2)cc1OC (centres undefined),-0.3,-5.0,9.5,2.4,6.6,11.5,0.2,0.0,3.3
CCSc1nc(O)c(CC)c(=O)n1C(C)CC (centres undefined),-2.6,-13.3,-1.9,2.8,-0.7,-13.3,0.0,0.0,4.0
O=C(CC1CCCCC1)c1c(O)c2ccccc2oc1=O,0.4,-4.3,7.2,13.4,-0.6,3.5,0.1,1.0,104.6
O=C(Cn1c(NCCCO)nc2ccccc21)c1cccc(Br)c1,0.7,2.7,-4.3,3.3,-0.4,1.8,0.7,7.0,0.7
CN=c1scc(-c2cccs2)n1/N=C/c1ccc(O)c(O)c1O,1.8,-17.4,7.0,-6.2,3.2,-2.4,6.7,8.0,-10.0
CCC(C)NC(=O)c1ccccc1NC(=O)Nc1ccccc1 (centres undefined),2.0,-8.7,1.1,-11.1,13.4,-18.0,0.5,0.0,1.1
O=C(NCCc1ccccc1)C(=O)NN=C1CCCC1,-4.7,6.4,0.3,-4.2,-0.2,40.0,-0.2,0.0,11.5
O=C(COC(=O)c1ccc(Br)cc1)NCc1ccccc1,0.4,-5.1,-2.8,7.1,-0.1,8.6,-2.0,2.0,-0.6
O=C(OCc1cn(-c2ccc(Cl)cc2)nn1)c1ccccc1,-0.7,4.2,0.5,-1.2,7.8,20.6,-2.0,0.0,3.6
Cn1c(=O)cc(OCC(=O)NC2CCCCC2)c2ccccc21,-3.1,5.0,4.9,-26.9,-1.2,5.5,0.3,0.0,-12.4
CCCc1cc(=O)[nH]c2nnc(SCC(=O)Nc3cc(C)on3)n12,-3.8,-0.1,-0.7,14.3,-0.3,-5.0,0.6,0.0,-8.7
CC(C)C(NC(=O)c1ccc(C(C)(C)C)cc1)C(=O)O (centres undefined),-0.7,5.7,-2.1,12.1,-0.4,9.4,0.1,1.0,-7.7
O=C(O)CCCN1C(=O)C2C3CCC(O3)C2C1=O (centres undefined),5.0,8.8,-10.4,3.9,1.9,10.7,16.9*,0.0,-5.1
COc1ccc(CC(=O)N2CCCc3ccccc32)cc1OC,-1.2,1.6,2.0,-9.8,0.6,-0.7,-0.6,5.0,1.2
O=C(Nc1ccc(S(=O)(=O)Nc2ncccn2)cc1)c1ccc(Br)o1,-3.4,-3.5,1.0,-2.8,0.3,12.5,-1.1,1.0,0.2
O=C(O)c1sccc1SCc1ccc(Cl)cc1Cl,1.2,5.8,1.2,10.1,0.0,-0.2,2.9,4.0,4.7
Cc1ccc(OCCNC(=O)c2ccccc2F)cc1,-1.7,12.6,-17.9,1.1,-2.2,16.6,0.9,4.0,9.2
Cc1ccc(OCc2nnc(-c3ccc(Cl)cc3)o2)cc1,-2.6,10.3,5.7,4.2,-4.0,30.9,1.4,0.0,7.0
O=S(=O)(NCc1ccccn1)c1ccc(Cl)c(C(F)(F)F)c1,-1.3,-3.5,-3.6,3.5,-2.6,2.5,-1.3,1.0,3.1
# The listing continues.
SMILES,PP1 counter,procasp7 counter,HCV core dimer,procasp3 activ,Fh CTSL1 inh,VLA-4 inh,PP5 primary,GRK2 aptamer HTS,JMJD2C inh
O=C(CCc1cccc(Cl)c1)N1CCCC(Nc2ccccc2)C1 (centres undefined),0.7,-1.2,12.0,8.7,1.0,10.1,2.3,1.0,-38.6
COC(CN(C)C(=O)c1ccc(CS(=O)(=O)c2ccccc2C)o1)OC,-3.2,7.2,1.4,6.0,0.1,8.0,-1.9,0.0,7.2
Cn1c(=O)oc2cc(S(=O)(=O)N3CCC(C(=O)N4CCc5ccccc5C4)CC3)ccc21,-2.7,-2.7,0.7,10.5,-1.4,11.0,-1.0,0.0,9.6
CCCn1c(C)cc(/C=C(\C#N)C(=O)OCC(=O)NC(=O)NC(C)(C)C)c1C,-2.6,-7.8,17.7,-14.8,4.9,-4.5,0.7,0.0,13.9
CC(C)[C@H](NS(=O)(=O)/C=C/c1ccccc1)C(=O)OCC(=O)NC(N)=O,-6.7,-5.8,-2.1,4.4,-5.2,-1.6,-1.1,0.0,-8.3
Cc1cc(C(=O)NNC(=O)CCCCC(=O)NNC(=O)c2cc(C)[nH]n2)n[nH]1,-0.8,-0.7,3.5,2.6,-5.7,6.8,-0.8,0.0,-9.4
O=C(N/N=C/c1ccncc1)c1ccccc1OCc1ccc(Br)cc1,0.6,-2.3,5.5,-1.7,-0.6,-8.1,-2.0,10.0,-33.0

# This is a random part of the collection. Share with any hit: about 2.6%.
